UHRF1 binding = UHRF1 methyl-DNA binding inhibition | UHRF1 binding to methylated oligo, TR-FRET | Q96T88 | inhibition, % at 4.4 µM | 370,000 compounds, 0.75% hits; in the data active = inhibition above about 21%;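 also: UHRF1 SRA domain binding a hemimethylated CpG hairpin DNA probe; 0% = median of test compound wells and 100% = reference inhibitor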
Tn6 DDE FP = DD(E)-Tn6 binding inhibition, primary FP screen; AID 720509; inhibition, % at 8.3 µM; P02675; 370,000 compounds, 0.21% hits; Fibrin DD(E) TRITC-Tn6 fluorescence polarization displacement;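 active = inhibition above a per-campaign cutoff: mean of compounds within control limits plus 3 SD, cut at about 15% in these data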;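 also: 0% = median of all compound wells on the plate and 100% = blocking peptide control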
proKLK7 act = proKLK7 (human) activation, primary screen. P49862. purified proKLK7, EDANS-DABCYL substrate fluorescence; 100% is mature enzyme control, 0% vehicle. activation, % at 7 µM. 370,000 compounds, 0.9% hits. AID 652039;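 active = activation above the mean of all tested compounds plus 3 SD, computed per campaign excluding outliers beyond control limits, cut at about 13% in these data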
SIAE inh = blocks human sialic acid acetylesterase. SIAE FP-Rh probe binding, fluorescence polarization. inhibition, % at 9.66 µM. Q9HAT2. 370,000 compounds, 0.69% hits;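 active = inhibition above a cutoff: mean of compounds within the control limits plus 3 SD of those, cut at about 17% in these data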;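 also: 0% = plate median of compound wells and 100% = probe without SIAE protein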
Target sequence (Q9HAT2 whole entry, looked up): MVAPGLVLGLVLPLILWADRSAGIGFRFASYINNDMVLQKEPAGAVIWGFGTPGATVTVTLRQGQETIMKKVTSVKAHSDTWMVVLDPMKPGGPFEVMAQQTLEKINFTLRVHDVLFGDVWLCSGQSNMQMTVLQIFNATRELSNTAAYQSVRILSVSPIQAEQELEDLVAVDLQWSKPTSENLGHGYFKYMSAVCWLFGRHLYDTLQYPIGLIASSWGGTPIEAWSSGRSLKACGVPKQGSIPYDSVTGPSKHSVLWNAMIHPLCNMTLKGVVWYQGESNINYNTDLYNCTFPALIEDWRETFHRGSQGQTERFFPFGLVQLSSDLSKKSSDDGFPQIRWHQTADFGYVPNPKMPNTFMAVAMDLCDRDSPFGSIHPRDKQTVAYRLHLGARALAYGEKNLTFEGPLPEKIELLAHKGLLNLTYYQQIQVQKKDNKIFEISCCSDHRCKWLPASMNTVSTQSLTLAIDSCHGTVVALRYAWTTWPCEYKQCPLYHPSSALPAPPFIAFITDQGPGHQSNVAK
TCR CD3 inh = blocks the human TCR-CD3 interaction. TAMRA-labeled TCR probe fluorescence, biochemical. inhibition, % at 9.4 µM. 360,000 compounds, 0.37% hits; in the data active = inhibition above about 19%;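 also: recombinant mutant TCR 2C K166C tagged with TAMRA read by polarization; 0% = receptor in buffer alone and 100% = receptor with positive control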
LEDGF integ inh = blocks HIV-1 LEDGF/p75-dependent DNA integration. inhibition, % at 3.7 µM. TR-FRET IN-LEDGF/p75 DNA integration, Eu/Cy5. 370,000 compounds, 0.64% hits;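 active = inhibition above the screen-wide mean plus 3 SD, cut at about 13% in these data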;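 also: signal is the Cy5 over europium emission ratio at 671 and 618 nm; 0% = plate median of compound wells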
TDP2 absorb = TDP2 (human) inhibition, absorbance primary screen; O95551; recombinant TDP2, T5PNP hydrolysis, p-nitrophenol absorbance 415 nm; inhibition, % at 12.8 µM; 370,000 compounds, 0.34% hits;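 active = inhibition above the mean of all tested compounds plus 3 SD, set per campaign, cut at about 25% in these data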;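 also: 0% = DMSO with enzyme and 100% = buffer with substrate but no TDP2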
Target sequence (O95551 whole entry, looked up): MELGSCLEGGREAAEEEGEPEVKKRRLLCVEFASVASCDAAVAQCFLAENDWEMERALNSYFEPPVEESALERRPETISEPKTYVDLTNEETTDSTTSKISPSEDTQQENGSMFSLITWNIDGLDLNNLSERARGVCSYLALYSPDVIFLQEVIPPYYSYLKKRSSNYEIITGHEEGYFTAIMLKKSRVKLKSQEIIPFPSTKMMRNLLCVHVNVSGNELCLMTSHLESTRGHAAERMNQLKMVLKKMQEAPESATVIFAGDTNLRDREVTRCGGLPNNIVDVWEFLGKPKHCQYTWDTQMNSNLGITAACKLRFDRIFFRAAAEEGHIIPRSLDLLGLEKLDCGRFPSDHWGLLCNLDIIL
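Evaluation: % inhibition relative to enzyme-containing and enzyme-free wells. Material: recombinant human TDP2. Benchmarks: enzyme-free and DMSO wells. Timing: enzyme reaction with compound for 2 h at 37 °C. Compound dosing: 12.8 µM only. Measured by: p-Nitrophenol epi absorbance. Reagent: T5PNP substrate at 5 mM, a TopII-DNA adduct mimic. Replication: single well per compound.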
PRMT1 inh = blocks human protein arginine methyltransferase 1; Q99873; 370,000 compounds, 1.3% hits; inhibition, % at 2.79 µM; AID 652257; recombinant PRMT1, activity-based probe fluorescence polarization;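 active = inhibition above about 21% made by adding two undisclosed values, limit read from the data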
MBD2 DNA inh = MBD2-methylated oligo binding inhibition. 370,000 compounds, 0.31% hits. Q9UBB5. inhibition, % at 4.4 µM. TR-FRET, MBD2 binding to methylated oligonucleotide. AID 686964; in the data active = inhibition above about 13%
Tn7 DDE FP = DD(E)-Tn7 binding inhibition, primary FP screen; FP displacement of FITC-Tn7 peptide from fibrin DD(E); 0% = median of compound wells per plate; 370,000 compounds, 0.13% hits; P02675; AID 720508; inhibition, % at 8.3 µM;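 active = inhibition above the mean of compounds falling within the control limits plus 3 SD of them, cut at about 14% in these data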;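 also: 0% = plate median of compound wells and 100% = 10 µM Aha-Tn7 peptide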
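Assay system: human fibrin DD(E) protein / Input: 2 µM fibrin DD(E) / Benchmarks: high control of 10 µM Aha-Tn7 peptide / Measured by: fluorescence polarization of the labelled Tn7 tracer / Medium: Tris buffer with calcium and detergent, pH 7.8 / Timing: 10 min compound pre-incubation, 3 h probe incubation at room temperature / Repeats: one replicate per compound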
* = called active by the depositor.

SMILES	UHRF1 binding	Tn6 DDE FP	proKLK7 act	SIAE inh	TCR CD3 inh	LEDGF integ inh	TDP2 absorb	PRMT1 inh	MBD2 DNA inh	Tn7 DDE FP
COC(=O)[C@H](CCSC)NC(=O)Cn1cnc2c(OCc3ccccc3)ncnc21	-2	3	0.5	5	5	0	5	0	0	-5
CC(C)=CCOc1ccc([C@@H]2COc3c(ccc4c3C=CC(C)(C)O4)C2)c(O)c1	1	4	0.7	-21	-8	-5	-10	5	1	4
C[C@H](O)[C@@H]1CN2CCc3c([nH]c4ccccc34)[C@@H]2C[C@@H]1N(C)Cc1cc(Cl)cc(Cl)c1	-4	4	3.9	3	5	0	-2	2	1	-5
Cn1nc(CC(=O)NCc2ccc(F)cc2)c2ccccc2c1=O	2	-5	0.0	-6	6	0	12	-7	4	-9
CCCCCC(=O)NN=C1CCN(Cc2ccccc2)CC1	-5	10	0.1	3	-7	2	3	-1	3	1
CCOC(=O)CNC(=O)CSc1nnnn1-c1cc(C)ccc1C	2	3	0.1	5	-4	0	-7	-2	1	0
COc1ccc2c(c1)CC/C(=C\c1ccc(OC)c(Cn3cccn3)c1)C2=O	15	2	-1.5	-10	4	2	-2	2	5	3
COC(=O)c1cc(-c2ccc(OC)cc2F)nc2nc(SC)[nH]c(=O)c12	1	1	-6.2	-5	-5	-5	-12	4	6	-2
COCC(O)CSc1c([N+](=O)[O-])nc(C)n1Cc1ccc(OC)c([N+](=O)[O-])c1 (configuration not stated)	-2	12	0.3	1	11	0	-5	-1	-3	-3
Cn1c(SCC(=O)c2ccccc2)nnc1-c1cnccn1	7	-4	-0.4	8	4	-2	-6	1	3	6
COc1cc(CNCCO)ccc1OCCc1ccccc1	1	-3	0.2	1	2	3	-2	2	4	0
O=C(NC12CC3CC(CC(C3)C1)C2)N1CCCC(CO)C1 (configuration not stated)	5	-6	0.3	-3	-4	-3	-13	1	6	1
CC1=C/C(=C(/c2cc(C)c(O)c(Br)c2)c2ccccc2S(=O)(=O)O)C=C(Br)C1=O	-7	11	-0.1	-32	-9	-14	12	8	-9	-3
Cc1cccc(N(C(=O)c2snc(C(N)=O)c2N)C(C(=O)NCc2ccccc2)c2ccncc2)c1 (configuration not stated)	0	0	1.6	4	-1	0	4	-1	-2	-5
Cc1ccc2cccc(O)c2[n+]1[O-]	-3	0	0.0	7	-4	-2	-3	4	-3	5
CC(C)(C)NC(=O)NC(=O)CN1C(=O)NC(c2ccccc2)(c2ccccc2)C1=O	2	-3	1.0	-1	-11	-3	2	4	2	4
CC(=O)c1ccc(-c2nc3c4ccccc4ccn3c2C(C)=O)o1	0	6	-0.7	-2	-3	1	3	0	-4	4
O=C(NC1CCCCCC1)C1CCN(S(=O)(=O)c2cnc[nH]2)CC1	-2	2	0.0	1	2	3	8	-2	4	5
CC(C)CN1CN(Cc2ccccc2)CNC1=S	3	10	-0.1	2	-4	-1	-4	0	4	3
CCOc1ccccc1NC(=O)CSc1nnc(-c2cnccn2)n1C	4	-2	-0.1	0	-7	4	6	1	1	1
O=C(c1ccoc1)N1CCCC(N2CCN(c3cccc(C(F)(F)F)c3)CC2)C1 (configuration not stated)	-1	11	-1.0	1	4	-4	-7	-1	1	3
Cc1ccc(NC(=O)CN(C)C(=O)COc2ncnc3ccc(Br)cc23)cc1	2	-1	1.1	-9	1	1	7	0	-1	8
CCOC(=O)C(NCc1ccc2c(c1)OCO2)(NC(=O)c1ccccc1)C(F)(F)F (configuration not stated)	1	9	-0.3	2	-5	0	-5	2	1	4
CC(=O)NS(=O)(=O)c1ccc(N=c2ssc3c2-c2cc(C)ccc2NC3(C)C)cc1	5	-2	0.5	4	-6	0	-9	1	-2	2
Cc1cc(C(=O)N2CCCC(N3CCN(c4cccc(C(F)(F)F)c4)CC3)C2)no1 (configuration not stated)	1	0	0.5	6	5	-1	-13	-1	-1	6
The results go on:
SMILES	UHRF1 binding	Tn6 DDE FP	proKLK7 act	SIAE inh	TCR CD3 inh	LEDGF integ inh	TDP2 absorb	PRMT1 inh	MBD2 DNA inh	Tn7 DDE FP
CC1(C)CC(=O)C(C=NCCN2CCN(C(=O)c3ccc(Br)cc3)CC2)=C(O)C1	-2	4	-0.9	-2	-3	-2	-20	-1	-2	-11
COc1ccc(C2(C)NC(=O)NC2=O)cc1OC (configuration not stated)	-1	-9	-0.1	3	4	5	11	-3	-2	-2
COc1ccccc1C(=O)Nc1ccc2c(c1)OCCO2	1	10	-0.2	4	0	-3	4	1	5	2
CCOC(=O)c1cc(C)sc1/N=C/C1C(=O)CC(C)(C)CC1=O	0	-2	0.4	7	3	4	-6	-3	0	-8
O=C(NCC1CCCO1)c1ccccc1NC(=O)c1cccc2ccccc12 (configuration not stated)	-3	0	-0.6	6	1	-3	-8	-1	-3	5
CCCC(=O)NC(=S)Nc1nc(-c2ccc(OC)cc2)cs1	1	0	-0.5	-6	-2	-3	-7	3	3	3
Cn1cc(S(=O)(=O)NCc2ccc(F)cc2)c(=O)n(C)c1=O	0	1	0.5	1	-2	3	-7	-1	1	4
CS(=O)(=O)N1CCN(C(=O)c2ccc(F)cc2)CC1	5	-7	0.5	-5	0	4	-14	-3	3	-15
Cc1onc(-c2ccccc2Cl)c1C(=O)Nc1ccc(N2CCOCC2)cc1	-3	-4	0.2	17*	-5	1	11	-1	-6	7
CCC(OC(=O)c1nsc(Cl)c1Cl)C(=O)NC(C)(C)CC (configuration not stated)	-2	5	-0.4	-1	5	3	5	1	0	8
CC1=CC(=C2C(=O)c3ccccc3C2=O)C=C(C)O1	-1	-1	-1.0	6	5	-4	5	-1	-5	4
Cc1ccc(S(=O)(=O)NC(C)C(=O)OCC(=O)N(C)c2ccccc2)cc1 (configuration not stated)	16	3	0.1	1	3	3	-6	-3	6	2
O=c1c2ccccc2c(-c2cccc(C(F)(F)F)c2)nn1-c1ccccc1	-2	-8	0.0	3	9	-2	4	-1	-1	-1
COC(=O)[C@@]1(Cc2ccc(F)cc2)[C@H]2c3cc(C(=O)N(C)C)n(Cc4ccc(OC)c(OC)c4)c3C[C@H]2CN1C(=O)c1ccccc1	1	-5	0.6	-2	-4	2	-5	-1	0	-2
COc1ccc(C2=Nc3ccccc3N(C(=O)c3ccncc3)C2C(=O)NC(C)C)cc1 (configuration not stated)	-5	-2	1.7	5	2	4	-5	-6	-6	-7
O=C(CCC(=O)N(CC(=O)NC1CCCCC1)Cc1cccs1)Nc1ccccn1	0	0	-0.1	0	5	5	8	-3	-1	-6
OC(c1ccccc1)(c1ccccc1)C1CCN(CCCOc2ccc(-c3ccsc3)cc2)CC1	6	-11	0.6	-5	2	-1	-15	6	5	-10
O=C(NC12CC3CC(CC(C3)C1)C2)N1CCN(C(=O)c2ccco2)CC1	3	-1	0.2	0	-6	-1	-5	0	-1	5
COc1ccc(-c2nc(C#N)c(N3CCc4ccccc4C3)o2)cc1OC	0	-1	-4.9	12	4	2	7	-3	-1	1
O=C(c1cc(-c2cccc(O)c2)on1)N1CCc2ccccc2C1	1	4	0.1	-1	2	-2	-7	2	-1	8
Cc1cccn2c(=O)c3cc(C(N)=S)c(=N)n(CCCN4CCOCC4)c3nc12	5	10	10	2	22*	0	6	1	2	3
COc1ccc(N2C(=O)C(Cl)=C(N(CCO)Cc3ccccc3)C2=O)cc1	-1	-2	-0.4	6	7	2	5	2	-3	-2
Cc1nn(CC(=O)Nc2nnc(CC(=O)N3CCCC3)s2)c(=O)c2ccccc12	1	4	0.2	-3	-1	0	-9	-2	0	-8
CC(C)(C)c1ccc(C(=O)NCC(=O)N2CCC3(CC2)NCCc2[nH]cnc23)cc1	-1	6	-0.9	1	-5	1	-3	-2	1	1
O=C(NNC(=O)c1cc(-c2ccncc2)nc2ccccc12)c1ccccc1O	-6	7	-0.4	-1	28*	-8	-13	-1	-1	5
CCCN(C(=O)c1cn(CC)c2nc(C)ccc2c1=O)c1c(N)n(Cc2ccccc2)c(=O)[nH]c1=O	19	-3	-0.5	-2	-8	-1	7	4	-8	1
CCCCC(=O)Nc1cc(C)c(NC(=O)c2cccs2)cn1	-4	-5	0.1	0	0	4	14	-2	-2	0
CCN(CC)C(=O)C1=C(C)N(CCCOC)C(=O)C(CC(=O)NCCN2CCOCC2)C1 (configuration not stated)	0	6	0.3	-2	11	-2	10	-1	0	5

Some of these compounds in order of the Tn6 DDE FP value, largest number first:
SMILES	UHRF1 binding	Tn6 DDE FP	proKLK7 act	SIAE inh	TCR CD3 inh	LEDGF integ inh	TDP2 absorb	PRMT1 inh	MBD2 DNA inh	Tn7 DDE FP
CC1(C)CC(=O)C(C=NCCN2CCN(C(=O)c3ccc(Br)cc3)CC2)=C(O)C1	-2	4	-0.9	-2	-3	-2	-20	-1	-2	-11
Cc1ccc(S(=O)(=O)NC(C)C(=O)OCC(=O)N(C)c2ccccc2)cc1 (configuration not stated)	16	3	0.1	1	3	3	-6	-3	6	2
COc1ccc(C2=Nc3ccccc3N(C(=O)c3ccncc3)C2C(=O)NC(C)C)cc1 (configuration not stated)	-5	-2	1.7	5	2	4	-5	-6	-6	-7

Random excerpt: 2 entries already listed, in no set order.
SMILES	UHRF1 binding	Tn6 DDE FP	proKLK7 act	SIAE inh	TCR CD3 inh	LEDGF integ inh	TDP2 absorb	PRMT1 inh	MBD2 DNA inh	Tn7 DDE FP
Cc1cc(C(=O)N2CCCC(N3CCN(c4cccc(C(F)(F)F)c4)CC3)C2)no1 (configuration not stated)	1	0	0.5	6	5	-1	-13	-1	-1	6
O=C(NC1CCCCCC1)C1CCN(S(=O)(=O)c2cnc[nH]2)CC1	-2	2	0.0	1	2	3	8	-2	4	5

3 structures from above, sorted by molecular weight, lowest first.
SMILES	UHRF1 binding	Tn6 DDE FP	proKLK7 act	SIAE inh	TCR CD3 inh	LEDGF integ inh	TDP2 absorb	PRMT1 inh	MBD2 DNA inh	Tn7 DDE FP
COc1ccc(C2(C)NC(=O)NC2=O)cc1OC (configuration not stated)	-1	-9	-0.1	3	4	5	11	-3	-2	-2
COc1ccccc1C(=O)Nc1ccc2c(c1)OCCO2	1	10	-0.2	4	0	-3	4	1	5	2
O=C(CCC(=O)N(CC(=O)NC1CCCCC1)Cc1cccs1)Nc1ccccn1	0	0	-0.1	0	5	5	8	-3	-1	-6
